Screening results: PubChem, several laboratories
RmlCD inh 1536 – inhibitors of Mycobacterium tuberculosis RmlC and RmlD coupled enzymes; P9WH09+P9WH11; RmlC+RmlD coupled enzyme assay, percent inhibition; primary screen in compound mixtures; inhibition, % at 3.6 µM; 160,000 compounds, 0.03% hits; in the data active means inhibition mostly above about 34%, no sharp cut-off; further: some results filed as inactive read as strong as hits
Target sequence (P9WH09 whole entry, looked up): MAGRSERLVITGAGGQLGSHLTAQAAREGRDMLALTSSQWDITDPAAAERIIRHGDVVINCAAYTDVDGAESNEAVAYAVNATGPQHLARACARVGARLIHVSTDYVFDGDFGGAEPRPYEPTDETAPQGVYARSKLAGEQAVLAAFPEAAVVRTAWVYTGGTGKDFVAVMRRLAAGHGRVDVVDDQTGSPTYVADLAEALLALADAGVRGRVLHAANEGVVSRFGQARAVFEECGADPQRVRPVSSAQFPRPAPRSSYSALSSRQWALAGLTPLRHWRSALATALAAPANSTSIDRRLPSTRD
Target sequence (P9WH11 whole entry, looked up): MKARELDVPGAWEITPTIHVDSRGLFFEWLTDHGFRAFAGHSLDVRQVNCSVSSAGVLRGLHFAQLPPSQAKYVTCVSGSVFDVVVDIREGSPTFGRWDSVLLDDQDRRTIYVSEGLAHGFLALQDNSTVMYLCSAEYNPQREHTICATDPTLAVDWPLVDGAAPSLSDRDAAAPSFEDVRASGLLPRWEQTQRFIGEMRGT
GlmU inhibition – inhibition of mycobacterial GlmU enzyme – biochemical, glucosamine-1-phosphate acetyltransferase (AID 1376); M. tuberculosis GlmU acetyltransferase enzyme assay; higher % means a stronger effect; inhibition, %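 (tested at 30 µM in the primary screen)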; hits with a dose series show IC50 in µM; 220,000 compounds, 0.25% hits; in the data active means inhibition above about 13%;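 further: 0% = complete reaction with vehicle and 100% = reaction without substrate; strong numbers were not always called active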
* marks the source's active call; other numbers are inactive results; / = not tested or not shown.

| SMILES | GlmU inhibition | RmlCD inh 1536 |
| --- | --- | --- |
| COc1ccc(OC)c(Cc2nnc(CCC(=O)N3CCCCCC3)o2)c1 | 5.5% | -10.0 |
| CCOc1cc(CNCc2ccccn2)cc(Cl)c1OC | -1.5% | 7.9 |
| O=Cc1ccc(N2CCCC2)c(F)c1 | -0.9% | 5.7 |
| CCOc1ccc(CCNC(=O)COC(=O)c2ccc(OC)c(OC)c2OC)cc1OCC | -1.6% | 7.2 |
| S=c1[nH]nc(COc2ccc(Cl)cc2)n1C1CCCCC1 | -2.8% | / |
| CSc1ccccc1NC(=O)c1ccc(CN2CCOCC2)cc1 | 2.2% | 4.1 |
| CC1CCN(C2=C(NS(=O)(=O)c3ccccc3)C(=O)c3ccccc3C2=O)CC1 | -3.5% | -6.2 |
| CCOC(=O)Cc1c(C)nc2c(-c3ccccc3)cnn2c1C | 3.9% | -6.7 |
| O=C(CSc1nnc(-c2ccncc2)n1Cc1ccccc1)NC1CCCc2ccccc21 (stereo not given) | 1.5% | 2.6 |
| CC(O)Cn1ccccc1=N (stereo not given) | 1.1% | 15.9 |
| Cc1ccccc1N1C(=O)NC(=O)/C(=C\c2cc(C)n(C)c2C)C1=O | 1.3% | / |
| c1ccc(CNCc2ccc3c(c2)OCO3)nc1 | -4.0% | / |
| Cc1csc2c(NC3CCN(Cc4ccccc4)CC3)ncnc12 | -1.0% | 6.3 |
| CCOc1ccc(C2C(C(=O)/C=C/c3ccco3)=C(O)C(=O)N2CCN2CCOCC2)cc1OC (stereo not given) | -2.1% | 0.2 |
| COc1ccccc1/C=N/NC(=O)CN(C1=NS(=O)(=O)c2ccccc21)c1ccccc1 | -0.2% | -1.8 |
| CCOc1ccc(N2C(=O)/C(=C/c3cccs3)N(C)C2=S)cc1 | -4.8% | 0.9 |
| CCCC(=O)Nc1cc(C(=O)O)ccc1S(=O)(=O)c1ccc(Cl)cc1 | 0.5% | 4.5 |
| Cc1c(Br)c([N+](=O)[O-])nn1C(C)C(=O)Nc1nccs1 (stereo not given) | -5.1% | / |
| CC(=O)OCC(=O)Nc1ccc(SC(F)F)cc1 | -1.2% | -9.7 |
| Fc1cccc(NC(=S)Nc2ccc(Br)cc2)c1 | -1.0% | -12.9 |

Complete entries from above:
Fc1cccc(NC(=S)Nc2ccc(Br)cc2)c1 across the screens: GlmU inhibition = -1.0%; RmlCD inh 1536 = -12.9
Cc1ccccc1N1C(=O)NC(=O)/C(=C\c2cc(C)n(C)c2C)C1=O across the screens: GlmU inhibition = 1.3%; RmlCD inh 1536 = /

The main list resumes; the two compounds before the break are reprinted first.
| SMILES | GlmU inhibition | RmlCD inh 1536 |
| --- | --- | --- |
| CC(=O)OCC(=O)Nc1ccc(SC(F)F)cc1 | -1.2% | -9.7 |
| Fc1cccc(NC(=S)Nc2ccc(Br)cc2)c1 | -1.0% | -12.9 |
| Cc1cccc(NC(=O)CSc2ccc(-c3ccccn3)nn2)c1C | -3.3% | -6.2 |
| O=C(OCc1ccc(F)cc1Cl)c1ccccn1 | -2.7% | -8.3 |
| O=C(Nc1ccc(OC(=O)c2ccccc2)c(-c2nc3ccccc3s2)c1)c1ccccc1 | -0.6% | / |
| O=C(CCC(=O)NNC(=O)Cc1ccccc1)NCc1ccccc1 | -4.0% | -3.9 |
| Cc1nnc(Nc2ccc(O)cc2)[nH]c1=O | 0.7% | -7.9 |
| COc1cccc(C(=O)NNC(=O)Cc2ccc([N+](=O)[O-])cc2)c1 | -6.9% | 11.1 |
| O=C(NC1CCCCC1)c1ccccc1-c1ccccc1 | 1.2% | 71.9 |
| Cc1ccc(-n2c(SCC(=O)c3c(N)n(C)c(=O)n(C)c3=O)nc3sc4c(c3c2=O)CCCC4)c(C)c1 | 2.3% | -11.2 |
| CCc1ccc(NC(=O)COC(=O)CN2C(=O)COc3ccccc32)cc1 | -7.3% | 2.4 |
| CSc1ccc(NC(=O)Nc2ccccc2C(N)=O)cc1 | 2.0% | -11.5 |
| N#C/C(=C\c1ccc(OC(=O)c2cccs2)cc1)c1nc2ccccc2[nH]1 | -7.4% | 6.3 |
| Cc1ccc(-c2nnc(-c3ccccc3)c(-c3ccccc3)n2)cc1 | -0.9% | -2.2 |
| CCCS(=O)(=O)N1CCN(S(=O)(=O)c2ccc(F)cc2)CC1 | -2.7% | / |
| COc1ccccc1C=NC(CO)C(O)c1ccc([N+](=O)[O-])cc1 (stereo not given) | -0.7% | -7.5 |
| COC(=O)c1cccc(NC(=S)NCc2ccc(Cl)cc2)c1 | 1.2% | -8.6 |
| Cc1ccc(-n2c(=O)[nH]cc(C(=O)N3CCc4ccccc43)c2=O)cc1 | 6.3% | -0.6 |
| Cc1cccc(-c2cc3nc(C)cc(C)n3n2)c1 | -6.4% | 12.4 |
| CCCCCC(O)CCc1n[nH]c(=S)n1-c1ccccc1 (stereo not given) | 4.3% | / |
| CN1/C(=C\C(=O)CSc2ncn[nH]2)C(C)(C)c2ccccc21 | 4.5% | -7.0 |
| COc1ccccc1OCCNC1CCCC1 | 0.0% | -3.2 |
| COC(=O)C1=C(N)Oc2cc(C)oc(=O)c2C1c1cccnc1 (stereo not given) | -0.6% | -5.3 |
| COCC(=O)Nc1ccccc1C(=O)NC(C)C | 4.3% | -14.4 |
| COc1ccc(C(=O)/C=C/c2ccc(OC3CSC3)cc2)cc1 | 2.5% | 15.8 |
| COc1ccc(N2CCN(C(=O)CN(C)S(=O)(=O)c3cnc[nH]3)CC2)cc1 | 4.3% | 2.3 |
| C=CCOc1c(Br)cc(/C=N/NC(=O)Cc2ccc(C(F)(F)F)cc2[N+](=O)[O-])cc1OC | 1.1% | / |
| CNc1oc(Cc2ccccc2)nc1S(=O)(=O)c1ccccc1 | -2.0% | 13.1 |
| Cn1c(NC(=O)C[n+]2cc(-c3ccc(Cl)cc3)n3c2CCC3)cc(=O)n(C)c1=O | -3.2% | 8.4 |
| O=C1CC(N2CCN(c3cccc(C(F)(F)F)c3)CC2)C(=O)N1c1ccccc1F (stereo not given) | -2.7% | -1.8 |
| Cc1ccc(/C=N/NC(=O)Cc2c[nH]c3ccccc23)c(C)c1 | / | 4.3 |
| N#Cc1ccc(OCC(O)CS(=O)(=O)c2ccccc2)cc1 (stereo not given) | -0.6% | 13.1 |
| Cc1cc2cc(C)c(NCCNC(=O)c3ccccc3Cl)nc2cc1C | 4.1% | -11.2 |
| CSc1ccc(C(=O)C2CCCN(Cc3ccn[nH]3)C2)cc1 (stereo not given) | -4.2% | 13.8 |
| CCS(=O)(=O)N1CCN(Cc2ccccc2OC)CC1 | -1.6% | / |
| O=C(O)CCc1ccc(-c2ccc(Br)cc2)n1NC(=O)c1ccc([N+](=O)[O-])cc1 | -0.6% | 50.5 |
| CCOC(=O)c1nnn(CC(=O)NC(=O)Nc2ccccc2)c1C(=O)OCC | -0.6% | -5.3 |
| CCOC(=O)CSc1nc(-c2ccccc2)nc2ccc(F)cc12 | 0.6% | 6.4 |
| C=CCSc1nnc2c(n1)-c1cccc3cccc-2c13 | 0.6% | / |
| O=C(CCSCCC(=O)NCc1cccs1)NCc1cccs1 | -1.1% | / |
| CC(=O)CCc1c(C)c2cc(C)ccc2[nH]c1=O | -0.8% | / |
| Cc1nc(CC(=O)N/N=C/c2ccc(OCC(=O)O)cc2)cs1 | 5.3% | 13.4 |
| COC(=O)/C=c1\[nH]c2nnc(C)n2c1=O | -0.7% | -5.1 |
| O=C(O)CCC(=O)NNC(=O)COc1cccc(Cl)c1 | -2.7% | / |
| O=C(c1ccc(S(=O)(=O)N2CCCCC2)cc1)N1CCN=C1SCc1cccnc1 | -2.5% | / |
| CC(C)(C)OC(=O)C(C)(C)O/N=C(\C(=O)O)c1csc(N)n1 | 2.9% | -17.9 |
| O=C(Cc1ccccc1)N1CCN(Cc2ccc([N+](=O)[O-])cc2)CC1 | -3.9% | -11.3 |
| Cc1cccc(NC(=O)CSc2ccc(-c3ccc4c(c3)OCO4)nn2)c1C | 2.9% | 12.2 |
| Fc1ccc(NC(=S)NCCN2CCOCC2)c(F)c1F | 3.6% | -7.2 |
| CCOC(=O)CNC(=O)c1c(C)nn(-c2ccccc2)c1Cl | 2.2% | / |
| CN=C1S/C(=C\c2ccc(Sc3ccc(Cl)cc3)o2)C(=O)N1C | -0.6% | 15.0 |
| CCCCCCn1c(=O)c(-c2ccccc2)c(O)c2ccccc21 | -2.1% | 8.5 |
| CCN(Cc1ccncc1)C(=O)c1cccc(S(=O)(=O)N2CCOCC2)c1 | 0.6% | -5.4 |
| COc1ccc(N2CCC(CNS(=O)(=O)c3cccc(C(F)(F)F)c3)C2)cc1 (stereo not given) | -8.4% | -5.4 |
| COc1ccc(NC2c3ccccc3C(=O)N2c2cccnc2)cc1 (stereo not given) | 2.2% | 0.0 |
| C=CCN1C(=O)CN=C1Nc1cccc(C)c1 | 0.6% | 7.0 |
| O=C(COC(=O)c1ccncc1)c1ccc(Cl)c(Cl)c1 | 3.3% | 0.9 |
| O=C(Nc1nc(-c2cccnc2)cs1)c1ccccc1[N+](=O)[O-] | -4.5% | -2.9 |
| CC1=C2C(CCS2(=O)=O)CC2(C1)C(=O)OC(C)(C)OC2=O (stereo not given) | -3.3% | 8.5 |
| CCOC(=O)N1CCN(Cc2nc(-c3cccc(Cl)c3)no2)CC1 | -8.5% | / |
| COCCN1C(=O)N[C@@H](c2cccc(F)c2)C(C(=O)OC)=C1C | 2.2% | / |
| Cc1cc(=O)[nH]c(SCC(=O)N2CCC(Cc3ccccc3)CC2)n1 | -7.0% | 11.8 |

The list continues:
| SMILES | GlmU inhibition | RmlCD inh 1536 |
| --- | --- | --- |
| CN1C2CCC1CC(OC(=O)c1ccc(Cl)cc1)(C(=O)O)C2 (stereo not given) | 2.6% | / |
| CC(C)CCCC(C)CCOC(=O)CN1CCCC1 (stereo not given) | 0.2% | -3.9 |
| Cc1cccc(NC(=O)C(=O)NCCc2c[nH]c3ccccc23)c1C | 3.8% | -12.8 |
| COc1ccc(O)c(C2=Nc3ccccc3N=C(c3cccs3)C2)c1 | 2.1% | -10.4 |
| CCOC(=O)c1c(C)[nH]c(C=Nc2ccccc2)c1O | 0.7% | / |
| COc1ccc(Cc2nnc(SCC(=O)c3ccc(OC)cc3)o2)cc1 | -5.0% | 15.3 |
| CCC(=O)Nc1ccc(SC#N)cc1C | 2.1% | 5.4 |
| c1ccc2ncc(-n3cnnn3)cc2c1 | 6.2% | -8.0 |
| O=C(Nc1ccc(Cl)c(Cl)c1)N1N=CCC1c1ccccc1 (stereo not given) | -1.5% | 1.2 |
| CC1(C)CC(=O)C2=C(C1)N(Cc1ccccc1)C(=O)C2(NC(=O)C(C)(C)C)C(F)(F)F (stereo not given) | 20.6% | / |
| O=C(Nc1cccc(C(=O)N2CCCCCC2)c1)c1ccco1 | 2.5% | 8.7 |
| CN=c1sc(C(=O)Nc2cccc(Cl)c2)cc(=O)n1C | 7.7% | / |
| Cn1cccc1CC(=O)N/N=C/c1ccc(Cl)cc1 | 3.7% | 3.8 |
| Cc1c(C(=O)O)cccc1-n1c(C)cc(/C=C2\C(=O)NC(=O)N(c3ccc4c(c3)OCO4)C2=O)c1C | 1.3% | / |
| CS(=O)(=O)Nc1ccccc1C(=O)N1CCN(c2ccccc2)CC1 | / | -2.0 |
| Cc1ccc2c(c1)NC(c1cccs1)C1=C(CC(C)(C)CC1=O)N2 (stereo not given) | -2.7% | / |
| CCN(CC)c1ccc(C(=O)OCC(=O)Nc2ccccc2-c2ccccc2)cc1 | -2.6% | 0.9 |
| Cc1ccc(N(CC(=O)Nc2ccccc2-c2ccccc2)S(=O)(=O)c2ccccc2)c(C)c1 | 0.8% | / |
| CCn1c(=O)cc(OCC(=O)NC2CCCCC2)c2ccccc21 | -1.1% | / |
| O=C1N=C(N2CCN(c3ccccc3)CC2)S/C1=C\c1ccco1 | 1.5% | -1.0 |
| Cc1nnc(NC(=O)CSc2nnc(-c3ccoc3C)n2CC(C)C)s1 | 0.8% | -8.2 |
| COc1cc(C(=O)O)cc(NC(=O)c2ccco2)c1OC | / | 9.7 |
| Cc1ccnc(SCC(=O)N2CCN(C(c3ccccc3)c3ccccc3)CC2)n1 | 2.9% | / |
| CCc1ccc2c(c1)cc(CN(C(=S)Nc1ccccc1Cl)C1CC1)c1nnnn12 | 1.1% | 9.7 |
| COc1ccc(C(=O)Cn2c3ccccc3n3nc(CCC(=O)O)c(=O)nc23)cc1OC | -0.5% | -12.8 |
| O=C(CSc1nc2ccccc2c(=O)n1NC(=O)Cc1ccccc1)NCc1ccccc1Cl | 0.8% | -0.7 |
| CCCCSc1nnc(C)c(=O)[nH]1 | -0.9% | / |
| O=C(Oc1ccc(Cl)cc1N1C(=O)CCC1=O)c1ccco1 | 1.4% | 6.2 |
| CC(C)c1cc(CN2CCN(Cc3ccc(F)c(F)c3)C(CCO)C2)[nH]n1 (stereo not given) | 1.3% | -6.8 |
| CCC1Oc2ccc(C)cc2N(CC(=O)NCc2cccs2)C1=O (stereo not given) | -3.1% | -7.0 |
| CCOc1ccc(C2Nc3cccc4cccc(c34)N2)cc1OC | -5.1% | / |
| COc1ccc(-n2c(SCC(=O)NC3CCCCC3)nc3ccsc3c2=O)cc1 | -3.3% | 9.0 |
| COC(=O)c1ccccc1NC(=O)N1CCN(Cc2ccco2)CC1 | 0.8% | 1.1 |
| CC(=O)Nc1ccc(NC(=O)Cn2c(-c3ccc(F)cc3)cnc2SCC(=O)Nc2c(C)cccc2C)cc1 | -1.6% | -17.1 |
| CCCNS(=O)(=O)c1ccc(OC)c(Cl)c1Cl | -4.2% | 12.0 |
| CC1CN(Cc2cc(=O)[nH]c(C3CC3)n2)CC(C)O1 (stereo not given) | 3.2% | / |
| CN1CCN(NC(=O)c2cccc(Br)c2)CC1 | -1.4% | -10.7 |
| CCC1=C2CC[C@H]3C(=O)NC(=O)[C@H]3[C@H]2[C@@]2(Cc3ccccc3)C(=NCC(=O)OC)OC(=O)N2C1=O | -2.6% | / |
| CC1=[N+](C)N(c2ccccc2)C(=O)C1N=Cc1ccccc1Cl (stereo not given) | 3.2% | 1.5 |

An excerpt; the hit share may differ from the screen's.
